Compound activity: PubChem BioAssay, several laboratories
MCL1 BIM primary: inhibitors of MCL1 binding to BIM-BH3, primary screen, biochemical, fluorescence polarization; Induced myeloid leukemia cell differentiation protein Mcl-1 (Homo sapiens), Q07820; GST-MCL1 / FITC-Bim-BH3 fluorescence polarization; inhibition, % at 10.9 µM; hit rate 0.68% among 320,000;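 active = inhibition above the mean inhibition of all tested compounds plus 3 SD, set per campaign, cut at about 40% in these data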;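 also: 0% = DMSO wells and 100% = unlabeled Bim-BH3 peptide control; higher means more loss of mP so more displacement of Bim peptide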
MEX-5 binding: MEX-5 zinc finger RNA-binding disruptors – biochemical, C. elegans, fluorescence polarization, MLPCN library, primary screen. activity score (negative = inhibition of binding), % at 10 µM. hit rate 0.38% among 300,000. AID 1832, 2009. MEX-5/FITC-TCR2 RNA binding; stronger effect = lower value. Zinc finger protein mex-5 (Caenorhabditis elegans), Q9XUB2;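 active = inhibition past about -25% in most replicates, and total fluorescence under double the plate's negative control median, limit read from the data; inconclusive = replicates evenly split on the limit, or fluorescence at least double controls; inactive = too little inhibition in most replicates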;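 also: 0% = DMSO and -100% = 5 µM competing unlabeled TCR2 RNA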
Target sequence (Q9XUB2 whole entry, looked up): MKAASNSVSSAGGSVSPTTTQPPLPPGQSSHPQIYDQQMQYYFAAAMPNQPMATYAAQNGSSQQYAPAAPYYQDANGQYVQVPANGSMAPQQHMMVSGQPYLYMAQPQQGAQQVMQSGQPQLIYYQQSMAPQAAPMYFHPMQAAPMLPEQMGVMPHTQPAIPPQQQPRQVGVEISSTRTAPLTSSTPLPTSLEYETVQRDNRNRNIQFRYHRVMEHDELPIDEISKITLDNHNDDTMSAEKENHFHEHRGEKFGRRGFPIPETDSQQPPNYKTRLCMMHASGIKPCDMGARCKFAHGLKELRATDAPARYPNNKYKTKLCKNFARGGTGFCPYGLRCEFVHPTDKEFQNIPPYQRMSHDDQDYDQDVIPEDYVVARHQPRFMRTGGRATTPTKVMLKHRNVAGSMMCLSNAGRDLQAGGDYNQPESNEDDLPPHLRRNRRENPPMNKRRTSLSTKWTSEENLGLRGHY
AGP1-GFP MLPCN: modulators of AGP1-GFP expression in yeast TOR pathway, primary screen, cell-based, multiplex flow cytometry, S. cerevisiae, MLPCN library; 3 h; GFP as percent of DMSO wells; GFP response vs DMSO, % at 10 µM; hit rate 0.02% among 320,000; AID 2066, 2009;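 active = GFP response relative to DMSO above a set limit, near screen average plus 3 SD, cut at about 150% in these data; inconclusive = fewer than 70 cells counted for the yeast strain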;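 also: median GFP channel fluorescence of the gated AGP1 strain per well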
BCLXL inh: inhibitors of human Bcl-xL, primary screen, biochemical, fluorescence polarization, HTS; Bcl-2-like protein 1 (Homo sapiens), Q07817; AID 2129, 2009; GST-Bcl-xL / FITC-Bim BH3 peptide fluorescence polarization; inhibition, % at 10.9 µM; hit rate 0.7% among 320,000;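 active = inhibition above the mean of all tested compounds plus 3 SD, cutoff set per campaign, cut at about 30% in these data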;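 also: 0% = DMSO wells and 100% = unlabeled Bim-BH3 peptide competitor; inhibitors lower millipolarization by displacing the labeled peptide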
GLD-1 TGE inh: GLD-1/TGE RNA complex disruptors, primary screen, biochemical, fluorescence polarization. Female germline-specific tumor suppressor gld-1 (Caenorhabditis elegans), Q17339. purified GLD-1 + fluorescein TGE RNA. hit rate 0.44% among 320,000. AID 2280, 2010. inhibition, % at 5.96 µM;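 active = percent inhibition above a per-plate cutoff, the plate mean of test compounds plus 3 SD, cut at about 30% in these data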;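 also: 0% = DMSO wells with GLD-1 and probe and 100% = wells lacking GLD-1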
Target sequence (Q17339 whole entry, looked up): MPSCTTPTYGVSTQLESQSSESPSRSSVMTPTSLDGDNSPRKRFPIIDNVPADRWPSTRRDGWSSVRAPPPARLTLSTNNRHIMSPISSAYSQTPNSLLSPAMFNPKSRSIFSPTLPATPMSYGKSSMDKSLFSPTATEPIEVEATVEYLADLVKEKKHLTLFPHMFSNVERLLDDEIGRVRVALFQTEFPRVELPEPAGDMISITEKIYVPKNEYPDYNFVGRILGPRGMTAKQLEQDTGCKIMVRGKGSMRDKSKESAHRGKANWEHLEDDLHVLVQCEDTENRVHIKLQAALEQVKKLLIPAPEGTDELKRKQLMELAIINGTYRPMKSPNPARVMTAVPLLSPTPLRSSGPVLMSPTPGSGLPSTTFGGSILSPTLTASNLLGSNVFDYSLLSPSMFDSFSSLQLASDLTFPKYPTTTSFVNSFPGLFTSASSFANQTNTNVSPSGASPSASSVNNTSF
Fam108B counter: mouse Fam108B serine hydrolase inhibitors, primary screen, counter-screen for RBBP9 inhibitor project, biochemical, fluorescence polarization. inhibition, % at 9.51 µM. hit rate 0.33% among 300,000. recombinant Fam108B, FP-Rh probe fluorescence polarization. AID 1947, 2009;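 active = inhibition above the screen mean inhibition plus 3 SD, computed separately per campaign, cut at about 18% in these data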;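 also: inhibitors lower polarization as less probe binds the enzyme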
VLA-4 inh: inhibition in human VLA-4 binding assay, primary screen, VLA-4 allosteric modulator project, MLPCN library, flow cytometry, VLA-4 expressing cells; ligand binding flow cytometry; inhibition, % (about 7 µM as worked out from the volumes in the protocol); Integrin alpha-4 (Homo sapiens), P13612; hit rate 0.2% among 330,000; in the data active = inhibition above about 50%
GRK2 aptamer HTS: compounds blocking aptamer binding on GRK2 – biochemical, human GRK2, bead flow cytometry, HTS, primary screen | FAM-aptamer displacement from GRK2 | Beta-adrenergic receptor kinase 1 (Homo sapiens), P25098 | AID 488847, 2010 | inhibition of aptamer binding, % at 10 µM | hit rate 0.59% among 330,000;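 active = inhibition of aptamer binding above 40%, roughly 3 SD of noise, on plates passing a quality check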;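 also: median bead fluorescence of bound FAM aptamer so fluorescent compounds give negative values; no value below 0 was filed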
CIT2 TOR yeast: modulators of CIT2-GFP expression in yeast, primary screen, S. cerevisiae, GFP fusion, multiplex flow cytometry, MLPCN library; S. cerevisiae CIT2-GFP strain, 3 h; 100 means same as DMSO wells; GFP response vs DMSO, % at 10 µM; hit rate 0.065% among 320,000;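 active = GFP response relative to DMSO above a set limit, near the screen mean plus 3 SD, cut at about 150% in these data; inconclusive = Fewer than 70 cells measured for a yeast strain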;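 also: ratio of well median GFP fluorescence to mean of DMSO wells on the plate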
The depositor's hits bear a star; u = inconclusive; x = no result given; [ ] = dose if it differs, or a comment.

Molecule	MCL1 BIM primary	MEX-5 binding	AGP1-GFP MLPCN	BCLXL inh	GLD-1 TGE inh	Fam108B counter	VLA-4 inh	GRK2 aptamer HTS	CIT2 TOR yeast
Cc1ccc(CSCCNC(=O)c2ccc(C)cc2)cc1	2	1.2	92	2	-12	-2	5	3	95
CCn1cc2nc(SCC(=O)Nc3ccccc3F)n(Cc3ccccc3)c(=O)c2n1	7	1.1	94	12	-1	1	-3	2	99
CNC(=O)COc1cccc(C(=O)NCc2ccccc2)c1	-9	1.1	102	-2	-5	0	-8	1	105
CC/C(=N\O)C(C)(C)/[N+]([O-])=C/c1ccc(Br)cc1	7	-0.7	102	3	4	-5	-5	0	92
OCC[C@@H]1C[C@H](O)[C@@H](O)[C@]2(Cc3ccccc3CO2)O1	1	1.4	104	6	2	1	21	3	96
CCOC(=O)Cn1nc(C)c([N+](=O)[O-])c1C	0	-0.9	97	8	-2	-4	-1	0	98
COc1ccc(C(=O)Nc2ccc(S(=O)(=O)Nc3onc(C)c3C)cc2)c(OC)c1	-2	1.4	97	0	6	1	0	5	91
O=C1c2ccccc2C(=O)N1CCc1csc(-c2cccc(F)c2)n1	3	0.0	96	0	4	1	-2	0	x
Cc1ccccc1COc1ccc2oc(C)c(C(=O)O)c2c1	4	-2.7	98	0	-4	-6	4	1	96
COCCNC(=O)C(c1cccc(OC)c1)N(Cc1cccs1)C(=O)Cn1nnc2ccccc21 (stereo unspecified)	8	-1.3	98	2	7	1	-6	0	105
CNC(=O)[C@@H]1CCC(=O)N1	5	x	95	0	2	x	-14	6	88
CCCn1cc(CN2CCCC(C(=O)c3cccc(OC(C)C)c3)C2)c(C)n1 (stereo unspecified)	-2	-1.1	101	4	-1	1	12	0	103
COc1ccc(C(=O)NCc2ccc3c(c2)cc(C)n3C)cc1OC	32	-1.9	99	37*	23	6	6	5	103
O=C(Nc1ccccc1N1CCOCC1)c1cc(Br)c(Br)s1	-2	0.7	107	4	3	-1	5	0	100
NC(=O)Cc1ccc(C(=O)c2ccccc2)s1	-9	1.6	93	-7	3	2	11	2	x
Cc1cccc(CN2CCN(C(=O)CN(C)C(C)C(=O)Nc3ccc(C(N)=O)cc3)CC2)c1 (stereo unspecified)	7	x	106	4	4	x	-4	3	99
CC(=O)Nc1ccc(S(=O)(=O)Nc2nc3ccccc3s2)cc1	-3	1.2	x	3	2	6	11	2	95
CC(=O)c1cc(-c2ccc(F)cc2)n(CC(=O)NCc2cccs2)c1C	-4	2.3	93	3	-1	2	17	0	94
CC(=O)Nc1ccc(SCC(=O)OCC(=O)NC(=O)NCc2ccco2)cc1	-5	2.1	106	2	8	0	3	0	103
O=C(CSCc1nc2c(nnn2Cc2ccc(F)cc2)c(=O)[nH]1)Nc1cccc(C(F)(F)F)c1	13	x	89	16	10	7	-3	2	107
CC1(C)Oc2ccc3ccc(=O)oc3c2C[C@H]1O	4	-3.5	85	4	3	2	4	1	72
Cc1cc(Cl)ccc1NC(=O)C1COc2ccccc2O1 (stereo unspecified)	-14	0.1	88	-15	-4	-4	-4	x	101
COc1ccccc1OCC(=O)Nc1ccc(N2CCOCC2)cc1N1CCOCC1	4	x	105	4	0	x	6	0	98
C=CCN1C(=O)C(CC(=O)Nc2ccccc2)N(Cc2ccccn2)C1=S (stereo unspecified)	5	1.2	102	-3	5	-1	9	1	105
O=C(CCc1nc(-c2ccc(Cl)cc2)no1)NCc1ccccc1CN1CCOCC1	-1	x	95	4	4	x	12	7	98
COc1cc(-c2nc3ccccn3c2/N=C/c2cccc(OC)c2O)ccc1O	-3	-1.1	103	-4	-1	2	0	3	99
COc1ccccc1C(CNC(=O)C1COc2ccccc2O1)N1CCCC1 (stereo unspecified)	-2	x	101	-3	-4	x	39	0	101
CC1CC(C)CN(C(=O)/C=C/c2ccc(S(=O)(=O)N3CCOCC3)cc2)C1 (stereo unspecified)	1	x	105	3	4	x	4	0	102
COc1ccc(S(=O)(=O)N(c2onc(C)c2Cl)S(=O)(=O)c2ccc(OC)cc2)cc1	1	x	99	5	-2	1	6	0	98
CCCOc1cccc(NC(=O)OC2CCN(C)CC2)c1	0	-2.3	102	5	-5	-2	0	0	105
CCCCN(C(=O)Cn1nnc2ccccc21)C(C(=O)NCCOC)c1ccc(OC)cc1OC (stereo unspecified)	9	-0.4	106	5	2	0	18	1	105
CCCCC[C@H](O)/C=C/[C@@H]1[C@@H](CCCCCCC(=O)O)[C@@H](O)C[C@H]1O	5	-3.8	109	-1	5	5	45	0	101
CC(=O)Nc1nonc1NC(C)=O	-8	1.8	104	-6	-4	1	15	0	91
CCc1ccccc1NC(=S)N(CCN(C)C)C(C)c1cccnc1 (stereo unspecified)	1	-1.2	106	4	-4	2	0	0	103
CCc1ccc(CN2C(=O)c3ccccc3C2C(=O)NCc2cccnc2)cc1 (stereo unspecified)	4	3.3	u	7	4	-2	8	13	101[may fluoresce red]
Cc1ccc(Nc2nc(C(=O)NCC3CCCO3)cs2)cc1 (stereo unspecified)	2	1.1	105	4	0	-1	-5	0	105
Cc1ccccc1C(OCCN(C)C)C1CCCCC1 (stereo unspecified)	3	0.8	96	1	6	-3	9	3	98
Cc1ccnc(NC(=O)c2ccc(S(=O)(=O)N3CCCCCC3)cc2)c1	-3	1.2	101	6	-2	1	-8	0	89
CCOC(=O)c1nn(-c2ccccc2)c2nc(Nc3ccccc3)cc(=O)n12	-3	0.6	91	6	-4	0	-2	0	98
O=[n+]1cc(-c2ccccc2)n([O-])c2c1CCC2	8	-1.1	110	3	5	2	21	3	107
COc1ccc(CNC(=O)CCN2C(=O)c3ccncc3C2=O)cc1OC	8	1.0	112	7	1	0	1	0	106
COc1ccc(/C=N/NC(=O)C(C)n2cnc3ccccc3c2=O)cc1 (stereo unspecified)	-3	2.5	103	0	-7	-2	19	2	95
CCCNC(=O)c1ccccc1NC(=O)COc1ccc(OC)cc1	3	-0.6	102	3	8	-1	x	0	106
O=C(Oc1ccc(N(Cc2cccs2)C2=NS(=O)(=O)c3ccccc32)cc1)c1ccccc1Cl	-4	-0.5	102	0	-5	1	12	1	99
CCCCC(CC)CNC(=O)C(=O)c1ccccc1NC(C)=O (stereo unspecified)	3	1.4	17[may fluoresce violet]	-2	-1	0	10	0	u
CCCCCN(C(=O)CCC(=O)OCc1cccc(C)c1)c1c(N)n(CCCC)c(=O)[nH]c1=O	-1	1.6	96	-3	-2	3	8	3	102
O=C(CSc1nc2nc3c(cc2c(=O)n1-c1ccccc1)CCCC3)Nc1ccccc1	-5	-0.7	104	1	-2	-18	-14	0	104
CC(=O)/C(N=Nc1cccc(C(F)(F)F)c1)=C(\C)O	0	0.0	89	4	4	-6	4	3	83
Cc1cc(NCCC(C)C)n2nc(C)c(-c3ccccc3)c2n1	-2	3.1	92	-3	3	2	7	0	102
CCNc1ccc(C(=O)O)cc1N	23	-17	97	19	16	5	0	0	103
O=C(NCC1CCN(c2ccc(S(=O)(=O)N3CCOCC3)cc2)CC1)c1cccc(Cl)c1	7	2.7	97	2	1	0	-32	3	101
O=C(COc1ccccc1F)N1CCN(S(=O)(=O)/C=C/c2ccccc2)CC1	-22	-0.6	92	-3	-2	-4	8	1	87
COc1ccccc1C(=O)OCn1nnc2ccccc2c1=O	10	-2.4	105	2	0	5	7	2	98
CCc1ccc2oc(-c3cc(N)cc(C)c3O)nc2c1	9	x	92	2	9	2	5	3	95
O=C(CN1CCN(CC(=O)Nc2ccccc2F)CC1)Nc1ccc2c(c1)OCCO2	13	1.7	97	5	-1	4	20	0	113
O=C(CSc1nc2ccc(Cl)cc2[nH]1)NCCc1ccccc1	-11	-0.7	99	-5	4	7	1	0	100
CCOC(=O)N1CCC(N2C(=O)c3ccccc3C2Nc2ccc(S(=O)(=O)N3CCOCC3)cc2)CC1 (stereo unspecified)	15	-1.5	85	4	3	0	-1	0	89
O=C(CCc1n[nH]c(=O)[nH]c1=O)N/N=C/c1ccc(Br)o1	4	-3.0	98	-6	-8	0	12	0	104
CCC(C)C(NC(=O)c1ccc(Cl)cc1Cl)C(=O)O (stereo unspecified)	2	-0.8	91	6	6	1	14	0	95
CCOc1ccc(CCNC(=O)c2cc([N+](=O)[O-])ccc2N2CCOCC2)cc1OCC	5	-1.2	88	4	9	2	7	0	87

Going on with the list.
Molecule	MCL1 BIM primary	MEX-5 binding	AGP1-GFP MLPCN	BCLXL inh	GLD-1 TGE inh	Fam108B counter	VLA-4 inh	GRK2 aptamer HTS	CIT2 TOR yeast
COc1cc(CN2CCc3ccc(NC(=O)CCc4ccccc4OC)cc3C2)ccc1O	9	-0.7	100	5	0	-4	3	0	98
c1ccc2c(Nc3nncs3)c3ccccc3nc2c1	-1	1.9	104	4	9	3	6	0	96
COc1cc(-c2cc(-c3ccc(O)cc3)nc(N)c2C#N)ccc1O	1	0.9	102	1	-8	-1	-10	2	92
O=C(O)c1cc2ncc(-c3[nH]ncc3[N+](=O)[O-])cn2n1	3	-16	87	3	-1	12	-12	6	x
Nc1c(C(=O)c2ccco2)oc2ccccc12	3	-2.2	67	1	2	-3	17	7	84
O=S(=O)(Nc1ncccn1)c1ccccc1	2	1.8	98	2	0	-1	15	3	99
CCOC(=O)C(Oc1ccc2c(-c3ccc(OC)cc3)cc(=O)oc2c1C)c1ccccc1 (stereo unspecified)	0	-0.8	90	25	2	-5	3	3	87
Nc1c(-c2ccccc2)sc2ccc3ccccc3[n+]12	0	-0.5	99	4	-12	-3	-8	0	98
Cc1cc(S(=O)(=O)NCC(c2ccc(F)cc2)N2CCN(C)CC2)ccc1F (stereo unspecified)	0	1.0	106	2	6	-3	-1	0	83
Cc1nc(SCC(=O)Nc2ccccc2Cl)oc1C	0	1.4	97	-2	-2	-9	-6	0	90
CC(=O)c1cc(CN2CCC(n3nccc3NC(=O)c3ccccc3)CC2)cs1	4	0.4	104	7	-1	1	-5	0	103
CN(C)C(=O)COc1ncnc2scc(-c3ccc(F)cc3)c12	4	2.9	85	0	2	-5	17	0	97
Cc1nc([N+](=O)[O-])cn1CC(=O)Nc1ccc(Cl)cc1	2	2.0	102	3	0	-4	14	1	106
